Xi reactivation – reactivates the inactive X chromosome in mouse fibroblasts. XiGFP mouse fibroblasts, % GFP-positive cells imaging, 3 d; cells co-treated with 5-aza-dC sensitizer; scaled so ellipticine positive control = 100%. activation, % at 7.58 µM. 0.055% of 360,000 active. AID 743238;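 active = mean normalized replicate activation at least 10% and every replicate at or above 10%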;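 note: 0% = median of on-plate neutral control wells and 100% = ellipticine 6 µM median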
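System: 68-5-11 XiGFP fibroblast line | Buffer or medium: DMEM containing 5-aza-dC | Compound: Single point | Times: Compounds 3 days, fix/stain 15 min at room temperature | Benchmarks: Positive control ellipticine, 6 µM final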
RAD52 anneal inh – blocks human RAD52 DNA annealing | P43351 | recombinant RAD52 DNA annealing, FRET fluorescence | inhibition, % at 18.7 µM | 0.46% of 360,000 active | AID 651710;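 active = every replicate showing at least 50% inhibition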
ARNT TACC3 PPI – disruptors of human ARNT/TACC3 interaction | 0.66% of 390,000 active | Q9Y6A5 | AID 623870 | inhibition, % at 9.99 µM | AlphaScreen His-ARNT PAS-B/GST-TACC3 binding, luminescence; TACC3 fragment carries E629A point mutation;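 active = mean inhibition of replicates at least 50% and at least half of replicates each reaching 50%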;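 note: 0% = complete ARNT plus TACC3 wells and 100% = ARNT alone without TACC3; many hits fall short of the cut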
CFTR F508del cor – correctors of CFTR F508del function in bronchial epithelial cells; CFBE cells, YFP halide quenching; stimulated with forskolin plus potentiator P3; % fluorescence drop versus neutral controls; activity (quench increase), % at 7.58 µM; 0.36% of 350,000 active;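 active = mean added fluorescence quench of at least 8% versus neutral control, with both replicates also reaching 8%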;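 note: cells transiently co-express mutant CFTR-F508del with the halide-sensitive YFP; corrector assay measuring rescue of mutant channel to the surface after 24 h compound exposure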
GSIS activator – GLuc luminescence reporter in INS-1E cells, primary screen for activators of glucose-dependent secretion of insulin | activation, % at 16.6 µM | AID 743287 | INS-1E GLuc reporter insulin secretion, 2-3 h | 0.61% of 370,000 active;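 active = lowest replicate activation of at least 40%, so every replicate reaches that level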;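 note: 0% = median of neutral control wells and 100% = median of IBMX positive control wells; some compounds called inactive have numbers as strong as hits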
ERAP1 HTS inh – blocks human ERAP1 aminopeptidase activity; recombinant ERAP1, Leu-AMC fluorescence, 60 min; Q9NZ08; 0.15% of 340,000 active; inhibition, % at 10.7 µM; AID 652197;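 active = mean replicate inhibition of at least 30%, or all replicates individually reaching that 30% level; inactive = mean below 30% and not every replicate reaching it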;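 note: 0% = neutral control wells and 100% = L-leucinethiol positive control wells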
esBAF inh – blocks esBAF chromatin remodeling in mouse ES cells; reporter increase, % at 12.5 µM; Bmi1-luciferase knock-in reporter, 24 h; 100% = twice the neutral-well signal; 2% of 350,000 active; AID 602393; in the data active = activation above about 40%;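 note: 0% = median of the plate's neutral control wells and 100% = double that signal; a rise in the Bmi1 reporter signal indicates esBAF inhibition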
RAD54 inh – inhibitors of human RAD54 branch migration. RAD54 Holliday junction branch migration, FAM/BHQ fluorescence. inhibition, % at 10.4 µM. 0.14% of 360,000 active. AID 602329;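 active = mean normalized replicate activity at least 40 and at least half of replicates scoring 40 or more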;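 note: 0% = median of neutral control wells and 100% = median of positive control wells; inhibitors cause a drop in the FAM fluorescence signal; in these data hits start at about 50%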
Target sequence (Q92698 whole entry, looked up): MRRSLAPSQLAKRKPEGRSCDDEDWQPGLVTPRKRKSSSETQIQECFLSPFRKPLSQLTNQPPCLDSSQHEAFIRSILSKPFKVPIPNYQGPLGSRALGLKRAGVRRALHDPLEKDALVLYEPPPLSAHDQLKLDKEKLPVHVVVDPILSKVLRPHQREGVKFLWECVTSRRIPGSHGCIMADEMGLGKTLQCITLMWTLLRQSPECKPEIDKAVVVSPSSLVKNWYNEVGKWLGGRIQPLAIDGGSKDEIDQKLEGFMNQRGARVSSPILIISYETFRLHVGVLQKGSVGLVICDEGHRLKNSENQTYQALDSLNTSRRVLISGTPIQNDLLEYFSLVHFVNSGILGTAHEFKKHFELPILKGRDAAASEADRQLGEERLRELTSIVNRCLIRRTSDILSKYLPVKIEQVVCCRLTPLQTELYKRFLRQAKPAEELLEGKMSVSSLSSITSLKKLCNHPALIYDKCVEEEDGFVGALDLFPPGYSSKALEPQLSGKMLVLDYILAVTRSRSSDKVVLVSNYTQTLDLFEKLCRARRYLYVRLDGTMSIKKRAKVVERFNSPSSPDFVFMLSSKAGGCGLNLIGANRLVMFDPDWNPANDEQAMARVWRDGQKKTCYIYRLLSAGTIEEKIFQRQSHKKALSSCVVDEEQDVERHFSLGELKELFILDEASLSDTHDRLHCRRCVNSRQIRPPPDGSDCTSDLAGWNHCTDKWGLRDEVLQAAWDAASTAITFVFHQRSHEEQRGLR
* hit, by the source's call; x = no result given.

SMILES	Xi reactivation	RAD52 anneal inh	ARNT TACC3 PPI	CFTR F508del cor	GSIS activator	ERAP1 HTS inh	esBAF inh	RAD54 inh
O=S(=O)(c1cccc(C(F)(F)F)c1)N1CCC(c2cc(-c3cccc4ccccc34)n[nH]2)CC1	x	x	2	x	-22	x	4	-7
C#CCOc1ccc(CNC[C@H]2O[C@@H](n3ccc(N)nc3=O)[C@H](O)[C@@H]2O)cc1	0.1	-16	x	1.8	x	-1	0	-8
CCOc1ccc(S(=O)(=O)N2CCN(c3ncccn3)CC2)cc1	0.0	-7	0	-1.5	-5	-1	4	0
O=c1[nH]nc(SC2CCCCC2)c(=O)[nH]1	0.0	2	-1	2.4	0	-3	x	x
CO[C@H]1CN(C)C(=O)c2ccc(NS(=O)(=O)c3ccc(C)cc3)cc2OC[C@H](C)N(C(=O)NC(C)C)C[C@H]1C	0.6	x	x	-2.2	-4	x	-1	x
Cc1ccc(S(=O)(=O)Nc2ccc3c(c2)CC(=O)N([C@H](C)CO)C[C@H](C)[C@@H](CN(C)Cc2ccc(Oc4ccccc4)cc2)O3)cc1	0.2	-20	-1	-0.6	1	0	6	3
CCOC(=O)C(=O)NNc1ccc(F)cc1	0.0	10	x	0.6	-6	1	x	11
CO[C@@H]1CC[C@@H]2CCOc3ccc(C#N)cc3C(=O)N(C)C[C@@H](C)C(=O)N(C)C[C@@H]1O2	0.0	-2	-7	x	3	-2	-2	4
Cc1ccc2nc(CN(C)C(=O)[C@H](CCc3ccccc3)NC(=O)[C@H]3O[C@@H](n4cnc5c(N)ncnc54)[C@H](O)[C@@H]3O)[nH]c2c1	0.3	-23	x	-2.2	28	-1	x	x
COc1cc(CNc2ccc(S(N)(=O)=O)cc2)ccc1OCC(=O)NC1CCCCC1	0.1	-18	-8	-0.1	12	0	-4	-1
COc1ccccc1NC(=O)N1[C@@H]2CNC[C@H]1[C@@H]2c1ccc(-c2ccc(C#N)cc2)cc1	5.5	42	x	-1.6	14	0	x	x
COc1ccc(OC)c(NC(=O)Nc2ccc(O)c3ccccc23)c1	0.1	0	1	-4.2	x	0	1	-7
COc1ccc(-c2ccnc(-c3ccncc3)n2)cc1	0.0	-1	-20	2.2	x	0	x	-5
CC1CCCCC1NC(=O)CN(C)S(=O)(=O)c1cccc2cccnc12 (configuration not stated)	4.0	-2	-3	-0.4	3	2	-7	x
C[C@@H]1CN([C@@H](C)CO)C(=O)c2cc(NC(=O)Nc3ccc4c(c3)OCO4)ccc2O[C@H]1CN(C)Cc1ccc(C(=O)O)cc1	0.2	-13	-4	0.8	20	2	27	10
Cc1ccc(C(=O)NC(=S)N2CCN(C)CC2)cc1Br	0.0	-2	-4	2.9	13	2	8	4
O=C(NNc1ccccc1[N+](=O)[O-])Nc1ccc(F)cc1F	0.1	-4	6	3.2	-10	5	1	-4
COc1ccccc1N(CC(=O)NC1CCCC1)C(=O)CNC(=O)c1cccs1	0.3	-7	3	0.6	12	1	-1	-2
CN1C(=O)c2cc(NC(=O)c3cccs3)ccc2OC[C@H]2O[C@@H](CC(=O)NCCN3CCCCC3)CC[C@H]21	0.1	11	x	1.5	7	0	-2	-6
O=C(Nc1ccc(Cl)cc1)Nc1ccc(Oc2cccnc2)nc1	0.8	-11	-7	1.1	-8	-1	28	x
C=CCn1c(SCC(=O)c2ccc(OC)cc2)nnc1-c1ccc2c(c1)OCO2	0.0	-21	x	-0.7	-8	5	x	x
O=C(Nc1cccc(C(=O)O)c1)/C(=C\c1ccc2c(c1)OCO2)NC(=O)c1ccco1	0.2	-8	-5	-0.2	-4	-12	x	x
C[C@@H]1CN([C@@H](C)CO)C(=O)c2cc(C3=CCCC3)cnc2O[C@H]1CN(C)C(=O)c1cccnc1	0.1	-14	-9	1.3	7	1	3	-13
COc1ccc(S(=O)(=O)N2CCN(C(=O)c3cc(C)on3)CC2)cc1	0.3	-13	-14	-2.6	7	-4	-9	-8
CC1CC(C)CN(S(=O)(=O)c2ccc3c(c2)CC(C)N3C(=O)C2CCC2)C1 (configuration not stated)	0.0	-10	-4	2.6	-17	-1	-5	1
CC(C)=C1C2CCC1C1C(=O)N(c3nccs3)C(=O)C21 (configuration not stated)	-0.3	8	-6	x	x	5	x	12
CN1C(=O)c2cc(NC(=O)c3cnccn3)ccc2OC[C@H]2O[C@H](CC(=O)N[C@@H]3CCN(Cc4ccccc4)C3)CC[C@@H]21	0.1	16	-3	3.1	2	-4	-2	5
CC(Oc1cccnc1[N+](=O)[O-])C(=O)Nc1ccc(F)cc1 (configuration not stated)	0.0	-11	5	-2.8	x	0	-2	-10
COc1cccc(CN(C)C(=O)c2ccccc2SCC(=O)N2CCCC2)c1	0.0	-4	-1	-2.4	28	-1	x	-7
COc1ccc(-n2c(Cn3nc(C(F)(F)F)cc3C)n[nH]c2=S)cc1	-0.1	x	-6	x	23	x	-5	x
COc1cc(C(=O)NCCc2ncccc2C)ccc1OC1CCN(C(C)=O)CC1	0.0	-6	-3	-1.4	2	0	3	9
COc1ccc(N2C(=O)[C@@H]3C(c4cccnc4)=NO[C@@H]3C2=O)cc1	-0.1	-24	x	-1.6	0	-6	-4	-2
CC1Cc2cc(/C(O)=C3/C(=O)C(=O)N(CCCN4CCOCC4)C3c3ccc(C(C)C)cc3)ccc2O1 (configuration not stated)	0.0	-17	-4	0.6	-9	2	-3	-10
CN(C)C(=O)c1ccc(-c2ccc([C@H]3[C@@H](CO)N4C(=O)CN(C(=O)C5CCCC5)C[C@H]34)cc2)cc1	0.0	-4	x	-2.6	9	0	x	x
CCOC(=O)C1(Cc2cccc(OC)c2)CCN(Cc2cccc3c2OCO3)CC1	0.0	-5	1	2.0	-6	-1	2	-2
Cc1ccc2cccc(OCC(=O)Nc3cccc(S(=O)(=O)N4CCCC4)c3)c2n1	0.1	-18	-5	3.0	x	1	-16	-2
Cn1cc(C(=O)N/N=C/c2ccc3c(c2)OCO3)c2ccccc21	0.1	-3	4	9.1*	-7	3	x	15
Cc1ncc([N+](=O)[O-])n1CC(=O)Nc1ccc(F)c(Cl)c1	-0.1	-4	0	0.0	0	1	-2	5
O=S(=O)(NNc1cccc(Cl)n1)c1ccc(Cl)cc1	0.1	-7	-1	-1.4	-11	4	0	-2
CCn1c(SCC(=O)OC)nc2sc3c(c2c1=O)CC(C)(C)OC3	-0.2	-3	-2	1.4	74*	-2	x	-5
CCn1cc([N+](=O)[O-])c(C(=O)Nc2nc(-c3ccc(C)c(C)c3)c(C)s2)n1	x	2	-5	1.2	9	13	x	x
COc1ccc(CN(C)C[C@H]2OCCCC[C@@H](C)Oc3ccc(NS(=O)(=O)c4ccccc4)cc3C(=O)N([C@H](C)CO)C[C@H]2C)cc1	0.2	22	4	1.7	-13	0	-2	2
Cc1ccc2oc(=O)c3cnn(CC(=O)Nc4ccccc4N4CCN(C)CC4)c3c2c1	0.1	-17	-1	-0.5	x	4	-14	-2
Cc1cccc(NC(=O)c2cc(S(=O)(=O)N3CCC4(CC3)OCCO4)ccc2F)c1	3.0	-9	25	-1.3	-14	0	-1	0
Cc1cccc(C)c1NC(=O)CN(C)C(C)C(=O)Nc1ccccc1-c1ccccc1 (configuration not stated)	0.0	-11	-3	0.3	-9	3	-1	-2

A run of entries taken from the entries so far:
SMILES	Xi reactivation	RAD52 anneal inh	ARNT TACC3 PPI	CFTR F508del cor	GSIS activator	ERAP1 HTS inh	esBAF inh	RAD54 inh
CO[C@H]1CN(C)C(=O)c2ccc(NS(=O)(=O)c3ccc(C)cc3)cc2OC[C@H](C)N(C(=O)NC(C)C)C[C@H]1C	0.6	x	x	-2.2	-4	x	-1	x
Cc1ccc(S(=O)(=O)Nc2ccc3c(c2)CC(=O)N([C@H](C)CO)C[C@H](C)[C@@H](CN(C)Cc2ccc(Oc4ccccc4)cc2)O3)cc1	0.2	-20	-1	-0.6	1	0	6	3
CCOC(=O)C(=O)NNc1ccc(F)cc1	0.0	10	x	0.6	-6	1	x	11
CO[C@@H]1CC[C@@H]2CCOc3ccc(C#N)cc3C(=O)N(C)C[C@@H](C)C(=O)N(C)C[C@@H]1O2	0.0	-2	-7	x	3	-2	-2	4
Cc1ccc2nc(CN(C)C(=O)[C@H](CCc3ccccc3)NC(=O)[C@H]3O[C@@H](n4cnc5c(N)ncnc54)[C@H](O)[C@@H]3O)[nH]c2c1	0.3	-23	x	-2.2	28	-1	x	x
COc1cc(CNc2ccc(S(N)(=O)=O)cc2)ccc1OCC(=O)NC1CCCCC1	0.1	-18	-8	-0.1	12	0	-4	-1
COc1ccccc1NC(=O)N1[C@@H]2CNC[C@H]1[C@@H]2c1ccc(-c2ccc(C#N)cc2)cc1	5.5	42	x	-1.6	14	0	x	x
COc1ccc(OC)c(NC(=O)Nc2ccc(O)c3ccccc23)c1	0.1	0	1	-4.2	x	0	1	-7
COc1ccc(-c2ccnc(-c3ccncc3)n2)cc1	0.0	-1	-20	2.2	x	0	x	-5
CC1CCCCC1NC(=O)CN(C)S(=O)(=O)c1cccc2cccnc12 (configuration not stated)	4.0	-2	-3	-0.4	3	2	-7	x
C[C@@H]1CN([C@@H](C)CO)C(=O)c2cc(NC(=O)Nc3ccc4c(c3)OCO4)ccc2O[C@H]1CN(C)Cc1ccc(C(=O)O)cc1	0.2	-13	-4	0.8	20	2	27	10
Cc1ccc(C(=O)NC(=S)N2CCN(C)CC2)cc1Br	0.0	-2	-4	2.9	13	2	8	4
O=C(NNc1ccccc1[N+](=O)[O-])Nc1ccc(F)cc1F	0.1	-4	6	3.2	-10	5	1	-4
COc1ccccc1N(CC(=O)NC1CCCC1)C(=O)CNC(=O)c1cccs1	0.3	-7	3	0.6	12	1	-1	-2
CN1C(=O)c2cc(NC(=O)c3cccs3)ccc2OC[C@H]2O[C@@H](CC(=O)NCCN3CCCCC3)CC[C@H]21	0.1	11	x	1.5	7	0	-2	-6
O=C(Nc1ccc(Cl)cc1)Nc1ccc(Oc2cccnc2)nc1	0.8	-11	-7	1.1	-8	-1	28	x

Three compounds already listed, arranged by length of the SMILES, largest number first.
SMILES	Xi reactivation	RAD52 anneal inh	ARNT TACC3 PPI	CFTR F508del cor	GSIS activator	ERAP1 HTS inh	esBAF inh	RAD54 inh
C[C@@H]1CN([C@@H](C)CO)C(=O)c2cc(NC(=O)Nc3ccc4c(c3)OCO4)ccc2O[C@H]1CN(C)Cc1ccc(C(=O)O)cc1	0.2	-13	-4	0.8	20	2	27	10
COc1cc(CNc2ccc(S(N)(=O)=O)cc2)ccc1OCC(=O)NC1CCCCC1	0.1	-18	-8	-0.1	12	0	-4	-1
O=C(NNc1ccccc1[N+](=O)[O-])Nc1ccc(F)cc1F	0.1	-4	6	3.2	-10	5	1	-4

Source: PubChem BioAssay
